High-throughput results as filed in PubChem BioAssay.
XBP1 UPR activ = activators of adaptive arm of unfolded protein response (XBP1). CHO-XBP1 luciferase reporter, IRE1-XBP1 UPR activation, luminescence; percent of tunicamycin response, DMSO as zero. activation, % at 20 µM. 0.33% of 330,000 active. AID 463104;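 active = versus positive control, 20 µM dose yields 30% or more activation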;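 also: 100% = tunicamycin at 10 µg/mL and 0% = DMSO only wells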
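Assay system: CHO-XBP1 luciferase reporter cells; Schedule: 6 h treatment, 37 °C; Detection: glow luminescence from Steady-Glo reagent; Benchmarks: high control tunicamycin 10 µg/mL final, low control DMSO vehicle only.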
CHOP UPR activ = apoptotic UPR (CHOP) activation. CHO-CHOP luciferase reporter, luminescence; percent of tunicamycin response over DMSO baseline. activation, % at 10 µM. 0.34% of 330,000 active;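 active = at 10 µM dose, activation of 40% or more, normalized to positive control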;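 also: 100% = tunicamycin at 10 µg/mL and 0% = DMSO alone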
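System: CHO-CHOP luciferase reporter cell line; amount: 500 cells/well; buffer or medium: F12 medium containing 10% fetal bovine serum; incubation: 6 h compound exposure at 37 °C after overnight seeding; measured by: luciferase luminescence after 10 min with Steady-Glo reagent; evaluation: % reporter activation, DMSO baseline versus tunicamycin full activation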
NR3A LBD binder = modulators (binders) of human NR3A ligand-binding domain; 2.5% of 340,000 active; NR3A LBD differential scanning fluorimetry, Tm shift; 0% = protein alone, 100% = glycine-bound protein; Tm shift relative to glycine control, % at 25 µM;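 active = melting temperature shift of at least 10% of the positive control shift, at one fixed dose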
tim10-1 inh = growth inhibitors of tim10-1 mutant yeast; S. cerevisiae tim10-1 ts strain growth, BacTiter-Glo, 24 h; AID 463190; 2.2% of 330,000 active; inhibition, % at 20 µM;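 active = inhibition of at least 40%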;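 also: mutant grown at 25 °C; 0% = DMSO wells with yeast and 100% = wells holding no yeast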
TIM10 inh = inhibits growth of TIM10 yeast strain. S. cerevisiae TIM10 strain growth, BacTiter-Glo luminescence, 24 h. inhibition, % at 10 µM. AID 463195. 1.4% of 330,000 active;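 active = inhibition of 40% or more at the single tested concentration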;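 also: wild-type TIM10 isogenic control strain grown at permissive 25 °C; 0% = DMSO yeast wells and 100% = minimal medium wells without yeast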
Mdm2 MdmX PPI = inhibitors of human Mdm2/MdmX interaction. O15151+Q00987. SaOS-2 split-luciferase Mdm2/MdmX complementation, luminescence. inhibition, % at 8 µM. 3% of 330,000 active. AID 485346;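 active = inhibition of at least 50% at 8 µM in the primary screen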
Target sequence (O15151 whole entry, looked up): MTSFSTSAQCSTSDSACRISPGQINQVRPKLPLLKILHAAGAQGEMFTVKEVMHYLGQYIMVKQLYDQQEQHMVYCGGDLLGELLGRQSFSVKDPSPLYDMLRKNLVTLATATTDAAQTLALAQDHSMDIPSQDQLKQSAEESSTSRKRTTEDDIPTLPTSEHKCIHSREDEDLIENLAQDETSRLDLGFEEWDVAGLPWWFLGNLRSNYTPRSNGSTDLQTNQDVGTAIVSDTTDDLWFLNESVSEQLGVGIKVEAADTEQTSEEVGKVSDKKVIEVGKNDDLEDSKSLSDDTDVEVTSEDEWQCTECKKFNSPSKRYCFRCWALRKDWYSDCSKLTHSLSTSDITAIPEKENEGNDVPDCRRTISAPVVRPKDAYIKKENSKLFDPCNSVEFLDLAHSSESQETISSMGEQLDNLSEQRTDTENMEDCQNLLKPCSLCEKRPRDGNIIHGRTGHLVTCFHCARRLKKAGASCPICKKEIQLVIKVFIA
Target sequence (Q00987 whole entry, looked up): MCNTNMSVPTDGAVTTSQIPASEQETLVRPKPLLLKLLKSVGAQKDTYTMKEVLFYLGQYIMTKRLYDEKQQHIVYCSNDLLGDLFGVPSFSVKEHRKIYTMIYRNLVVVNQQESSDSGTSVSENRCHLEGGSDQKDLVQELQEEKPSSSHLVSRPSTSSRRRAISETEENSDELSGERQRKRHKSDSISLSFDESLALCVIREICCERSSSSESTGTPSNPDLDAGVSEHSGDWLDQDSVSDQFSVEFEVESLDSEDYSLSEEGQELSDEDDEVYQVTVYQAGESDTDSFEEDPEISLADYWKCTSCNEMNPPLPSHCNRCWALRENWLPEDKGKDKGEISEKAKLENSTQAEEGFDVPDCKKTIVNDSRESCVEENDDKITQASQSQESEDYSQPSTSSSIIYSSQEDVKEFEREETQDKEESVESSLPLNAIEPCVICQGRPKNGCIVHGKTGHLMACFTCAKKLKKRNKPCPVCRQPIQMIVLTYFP
NALP3 yeast inh = blocks the NALP3 inflammasome reconstituted in yeast; Yeast reconstituted NLRP3/ASC/caspase-1, beta-gal luminescence, 24 h; 0.39% of 330,000 active; AID 2825; inhibition, % at 10 µM;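 active = inhibition of 50% or more; inactive = inhibition below 50%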;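 also: plate controls were induced DMSO wells for no effect and uninduced yeast grown without galactose for full effect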
tim23-1 inh = growth inhibitors of tim23-1 mutant yeast | S. cerevisiae tim23-1 growth, BacTiter-Glo luminescence, 24 h | inhibition, % at 20 µM | 1.3% of 330,000 active | AID 463212;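 active = growth inhibition of the mutant yeast at or above 50%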;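 also: temperature-sensitive mutant grown at 25 °C; plate controls were DMSO-treated mutant yeast for no effect and medium wells lacking yeast for full effect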
APJ agonist = APJ receptor agonism; 0.11% of 330,000 active; activation, % at 20 µM; P35414; CHO-K1 APJ PathHunter beta-arrestin, luminescence; 0% DMSO wells, 100% apelin;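 active = activation more than six SD over the plate average, tested at 20 µM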;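 also: 0% = DMSO alone and 100% = apelin-13 at 10 nM; some results filed as inactive read as strong as hits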
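Material: CHO-K1 APJ beta-arrestin complementation cell line; Input: cell density 1000 per well; Incubation: compound stimulation 90 min at 25 °C, detection 60 min; Signal: luminescence from split beta-galactosidase complementation, Galacton Star/Emerald II substrate; Controls: DMSO-only wells as negative, 10 nM Apelin-13 as positive control.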
Numbers without * were called inactive; & = joins results of further samples. Not all compounds are listed; count on the stated rates, not on these rows.

Results follow in this order: XBP1 UPR activ	CHOP UPR activ	NR3A LBD binder	tim10-1 inh	TIM10 inh	Mdm2 MdmX PPI	NALP3 yeast inh	tim23-1 inh	APJ agonist
O=c1cccc2n1CC1CC2CN(c2nc(N3CCCCC3)nc(N3CCCCC3)n2)C1 (centres undefined)
    -3	2.5	1	32	-6	35	-11	27	-2
O=C1N=c2ccccc2=C/C1=C\c1c(O)[nH]c(=S)[nH]c1=O
    0	-2.2	8	3	-6	-5	0	-3	-3
O=C(Nc1cccc(C(F)(F)F)c1)c1cccn(Cc2ccc3c(c2)OC(F)(F)O3)c1=O
    -2	0.5	25*	49*	44*	1	4	11	-3
COc1cccc(NC2=NCCCS2)c1
    -3	3.1	0	-2	-12	-24	9	-3	0
CN1C[C@@H]2C[C@@H](c3cccn3-c3ccccn3)N3CCC[C@@]23C1=O
    -3	0.1	-1	-7	-16	-18	10	15	1
Fc1ccc(CNCCc2c[nH]c3ccccc23)cc1
    -5	-2.3	-6	-1	11	20	22	10	-2
CC(C)CNC(=O)c1c(N)n(Cc2ccc3c(c2)OCO3)c2nc3ccccc3nc12
    5	3.1	22*	43*	27	61*	1	39	-5
COc1ccc(-c2cc(=O)oc3c(C)c(OC(C)C(=O)N4C[C@H]5C[C@@H](C4)c4cccc(=O)n4C5)ccc23)cc1 (some centres undefined)
    -4	1.5	0	0	2	9	2	5	-2
COC(=O)C1=C(c2ccc(OC)c(OC)c2)C[C@@H]2CC[C@H]1N2C(=O)N1CCC(C)CC1
    -3	1.7	-1	15	12	14	10	16	-5
Cn1c(=O)cc(OCCCC(=O)N2CCC3(CC2)OCCO3)c2ccccc21
    -1	0.3	1	4	8	31	10	6	-6
COC(=O)C1=C(c2ccc(S(C)(=O)=O)cc2)C[C@@H]2CC[C@H]1N2C(=O)NCC1CC1
    -2	0.5	-1	-9	2	23	13	5	-5
CCN(CC)C(=O)c1ccc(NC(=O)COc2ccc(-c3nn(C)c(=O)c4ccccc34)cc2)cc1
    -2	-1.0	-2	17	-4	40	-7	12	-3
O=C1C=CC(=O)C=C1
    -4	0.0	6	2	11	9	-1	5	-1
COc1cccc(CN2CCCC(C(=O)c3ccccc3SC)C2)c1O (centres undefined)
    -3	0.1	1	11	-6	7	-2	8	0
FC(F)(F)C1=NC(C(F)(F)F)=NP(N2CCOCC2)(N2CCOCC2)=N1
    -2	-1.6	2	5	10	11	8	0	0
CCC(=O)c1cc(F)c(N2CCN(CC)CC2)cc1C
    -1	-1.5	-1	9	-2	-16	7	-3	-5
Cc1nc2ccccc2c(=O)n1/N=C/c1cc(Br)cc(Br)c1O
    0	0.3	-9	39	73*	17	12	83*	7
CSc1ncc(Cl)c(C(=O)O)n1 (tested in a mixture with another compound)
    3	-2.9	2	-6	0	-11	14	-2	3
CCOc1ccc(CN2CCN(C(=O)Cc3ccccc3)CC2)cc1
    -4	0.2	0	-1	-7	13	-9	-3	-1
C[C@]12CC[C@H](O)CC1=C([N+](=O)[O-])CC1C2CC[C@@]2(C)C1CC[C@@H]2O (some centres undefined)
    -1	-0.7	1	9	-15	-27	22	19	0
Cc1cccc(N2C(=O)NC(=O)/C(=C/c3ccc(N4CCOCC4)cc3)C2=O)c1
    -2	0.6	0	15	-14	22	4	5	-3
Cc1ccc(C(C)C)c(OCC#CCN2CCCC2)c1
    -1	0.4	-1	15	6	-7	41	-10	-3
c1ccc2c(CN3CCCCCC3)c[nH]c2c1
    12	7.5	4	2	2	23	14	9	-4
O=[N+]([O-])c1ccc(Cl)c(Cl)c1Cl
    0	0.8	0	-20	0	25	2	-9	1
C/C(=N\Nc1ccccc1)c1c(O)n(-c2ccccc2)c(=O)[nH]c1=O
    2	-1.1	1	-35	12	-19	11	20	4
COc1ccc(-c2nn(CCC#N)cc2C(=O)NCc2ccccc2)cc1
    -3	1.6	0	12	-14	-15	3	5	-5
C=CC12CN(C)[C@@H]3C4CO[C@H](C[C@H]41)[C@]1(C(=O)Nc4ccccc41)[C@@H]32 (some centres undefined)
    2	0.6	-1	-24	-2	0	14	0	-1
O=C(CSC1c2ccccc2-c2ccccc21)N/N=C/c1ccccc1O
    1	-2.7	6	29	47*	82*	24	52*	-3
NS(=O)(=O)c1ccc(-c2ccc(C=C3C(=O)NC(=O)NC3=O)o2)cc1
    -2	2.7	1	1	1	18	-5	15	-1
CC(C)Cc1nnc(NC(=O)CCC(=O)N2CCN(CCOC(c3ccccc3)c3ccccc3)CC2)s1
    -4	2.5	-2	9	7	20	-9	0	-3

(further entries)
Results follow in this order: XBP1 UPR activ	CHOP UPR activ	NR3A LBD binder	tim10-1 inh	TIM10 inh	Mdm2 MdmX PPI	NALP3 yeast inh	tim23-1 inh	APJ agonist
CCCC(C)C1C(C#N)=C(N)Oc2c1c(=O)oc1ccccc21 (centres undefined)
    -2	1.7	-9	14	-6	34	-10	-1	-1
O=c1[nH]c(=S)n(C2CC2)c(O)c1/C=N/Nc1cccc2ccccc12
    1	-0.3	1	39	12	6	13	17	2
CCOC(=O)C1(CCOc2ccccc2)CCN(Cc2ccc(C)s2)CC1
    -2	-0.5	-2	10	9	17	31	26	-2
Cc1nc2ccccc2c(=O)n1-c1ccccc1C(F)(F)F
    -2	-1.7	-2	6	-6	-3	-3	-4	-2
COc1ccc(CCNCc2ccc(F)cc2)cc1OC
    0	0.6	0	11	2	7	7	9	3
CC(C)C[C@H]1C(=O)N2CCC[C@H]2[C@]2(O)O[C@](NC(=O)[C@@H]3C=C4c5cccc6[nH]cc(c56)C[C@H]4N(C)C3)(C(C)C)C(=O)N12
    -4	-1.9	-5	30	7	21	8	12	16
CCC(=NCCCN(C)C)c1c(O)n(-c2ccc(OC)cc2)c(=O)[nH]c1=O
    2	-2.0	-3	1	-3	-12	3	12	1
C[N+](C)(C)c1ccccc1
    -2	-1.4	-1	9	2	20	13	2	1
Cn1cccc1/C=C1\C(=O)NC(=O)N(Cc2ccccc2)C1=O
    6	-1.0	1	27	21	45	-4	33	1
CCOC(=O)C1SC2(C(F)(F)F)CC1(O)c1c(C)cc(C)nc1O2 (centres undefined)
    -2	-0.4	-3	17	2	-7	-3	19	-5
COc1cccc(N2CCN(Cc3ccc(Cl)cc3)CC2)c1
    0	0.5	-2	-3	2	8	-8	18	1
CCC(C)n1c(O)c(/C=N/Nc2ccccc2)c(=O)[nH]c1=S (centres undefined)
    1	1.6	2	27	40	7	2	22	1
C/C(=N\N1CCCCCC1)c1c(O)n(-c2ccccc2C)c(=O)[nH]c1=O
    -4	0.0	-1	20	19	5	-1	23	1
N[C@@H](Cc1ccccc1)C(=O)N1C[C@H]2C[C@@H](C1)c1cccc(=O)n1C2
    -1	-0.5	-3	8	0	5	6	10	-2
O=C(NCCCn1ccnc1)C(Cl)(Cl)Cl
    -3	1.0	0	11	7	7	2	4	-1
Oc1ccc2c3c1OC1c4[nH]c5ccccc5c4C[C@@]4(O)C(C2)N(CC2CC2)CC[C@]314 (some centres undefined)
    0	0.4	-2	0	0	40	7	9	-2
COc1ccc(C(O)P(=O)(Oc2ccccc2)Oc2ccccc2)cc1 (centres undefined)
    6	-1.0	-2	25	11	4	9	22	-1
Cc1nc2ccccn2c1P(=S)(N1CCCCC1)N1CCCCC1
    -2	-1.8	3	56*	38	5	13	34	-5
NCCCCCC(=O)OC1N=C(c2ccccc2Cl)c2cc(Br)ccc2NC1=O (centres undefined)
    -1	0.9	-1	-6	10	-8	39	14	-3
CN1C(=O)NC(=O)/C(=C/c2ccc([N+](=O)[O-])s2)C1=O
    4	27	-3	74*	90*	23	11	71*	-3
CCC12CN3CCN(CC(C3)/C1=N\O)C2
    -6	2.1	1	-20	-9	24	10	-5	-1
COc1ccc2nc(NC3=NCCN3)sc2c1
    -1	8.1	-1	28	14	-72	95*	33	-2
Cn1c(O)c(N=Nc2cccc(S(=O)(=O)N3CCOCC3)c2)c(=O)n(C)c1=O
    4	-0.2	1	-1	-9	-4	-9	12	-1
O=[N+]([O-])c1ccccc1CCl
    -4	0.7	3	-6	10	6	10	3	2
C=CCN1C(=O)/C(=C/c2ccc3c(c2)CCCN3CCC)C(=O)NC1=S
    -1	95*	-4	21	-11	-3	9	21	1
COC(=O)C1=C(c2ccc(-c3ccccc3)c(F)c2)C[C@@H]2CC[C@H]1N2C(=O)N1CCCC1
    -4	1.4	-1	-7	16	-5	11	34	-2
Cc1c(N=Nc2c(O)n(-c3ccc(Br)cc3)c(=O)[nH]c2=O)c(=O)n(-c2ccccc2)n1C
    -4	-0.3	-1	-11	3	23	24	2	2
CC(C)c1ccc(C2NCc3ccccc3-n3cccc32)cc1 (centres undefined)
    2	0.3	-1	34	5	16	64*	34	-3
C=CCn1c(O)c(C=Nc2ccc(OC)cc2C)c(=O)[nH]c1=O
    0	0.6	-2	33	0	-17	13	-1	-2
CC(C)c1ccc(N=Nc2c(O)[nH]c(=O)[nH]c2=O)cc1
    1	2.7	-4	2	11	-6	13	-2	-5

Sorted by molecular weight (high to low): 3 of the compounds above
Results follow in this order: XBP1 UPR activ	CHOP UPR activ	NR3A LBD binder	tim10-1 inh	TIM10 inh	Mdm2 MdmX PPI	NALP3 yeast inh	tim23-1 inh	APJ agonist
Cn1c(O)c(N=Nc2cccc(S(=O)(=O)N3CCOCC3)c2)c(=O)n(C)c1=O
    4	-0.2	1	-1	-9	-4	-9	12	-1
CCOC(=O)C1SC2(C(F)(F)F)CC1(O)c1c(C)cc(C)nc1O2 (centres undefined)
    -2	-0.4	-3	17	2	-7	-3	19	-5
Cc1nc2ccccc2c(=O)n1-c1ccccc1C(F)(F)F
    -2	-1.7	-2	6	-6	-3	-3	-4	-2

Going on with the list.
Results follow in this order: XBP1 UPR activ	CHOP UPR activ	NR3A LBD binder	tim10-1 inh	TIM10 inh	Mdm2 MdmX PPI	NALP3 yeast inh	tim23-1 inh	APJ agonist
COc1ccc(C2SCC(=O)Nc3c2c(C)nn3C2CCOC(C)(C)C2)cc1 (centres undefined)
    -1	-1.7	1	12	-9	-16	21	-1	-4
Cc1cc(OCC(=O)N2CCC(C(=O)NCC(C)C)CC2)c2c3c(c(=O)oc2c1)CCCC3
    -2	0.3	-2	18	8	18	-1	8	0
O=[N+]([O-])c1cccc(CN2CCN(Cc3ccc(Br)cc3)CC2)c1
    -1	1.9	2	-3	-4	23	2	-17	-4
COC(=O)C1=C(c2ccc(F)cc2F)C[C@@H]2CC[C@H]1N2C(=O)NC1Cc2ccccc2C1
    -5	-0.5	-2	6	-6	-17	-136	23	-4
c1ccc2nc(N3CCNCC3)ccc2c1
    0	0.3	5&1	-33	0	-16	10	2	-4
COc1ccc(OC)c(NC2=NCCS2)c1
    -3	-1.3	-1	7	-19	34	2	-1	0
COc1ccc(C(=O)C2CCCN(Cc3ccc(C)s3)C2)c(OC)c1 (centres undefined)
    -1	-0.5	-1	23	-2	17	7	9	-1
Cn1c[n+](C)cc1C(O)c1ccccc1 (centres undefined)
    0&-2	1.0&-2.6	-2&-2	2&8	0&10	-15&3	15&-3	1&-16	0&-5
C[C@H](NC(=O)N1C[C@H]2C[C@@H](C1)c1cccc(=O)n1C2)C(=O)Nc1ccc(F)c(F)c1
    0	-0.6	-2	5	6	-5	10	16	-2
CCN(CC)C(=O)c1ccc(NC(=O)COc2ccccc2F)cc1
    6	2.4	-1	3	16	2	12	18	-4
